EphA4 KYL inhibition: EphA4 ligand-binding antagonists – biochemical, colorimetric, mouse EphA4, primary screen (AID 689); EphA4-AP binding to KYL peptide, pNPP A405; higher % means a stronger effect; inhibition, % at 10 µM; hits with a dose series show IC50 in µM; 0.1% of 62,000 active; in the data active means a potency from the dose series; inactive means the rest, 99 in 100 with inhibition below about 22%
Numbers without * were called inactive; & = joins results of further samples. The list is partial; count on the stated rates, not on these rows.

How did Cn1cc(S(=O)(=O)N2CCN(C(=O)c3ccco3)CC2)c(=O)n(C)c1=O do in these assays?
EphA4 KYL inhibition: 7.2%

Results for COc1cc2c(C#N)c(N3CCCCC3)nc(N)c2c(N)n1 ?
EphA4 KYL inhibition: 1.7%

Results for COc1cccc(-n2c(SCC(=O)Nc3sc4c(c3C(N)=O)CCC4)nc3ccccc3c2=O)c1 ?
EphA4 KYL inhibition: -6.1%

Results for CCNc1c(N)c(=O)oc2ccccc12 ?
EphA4 KYL inhibition: -14.9%

Results for CCCCOC(=O)Nc1nnc(COc2ccccc2)s1 ?
EphA4 KYL inhibition: 9.5%

How did c1ccc(-c2ccccc2-n2cnnn2)cc1 do in these assays?
EphA4 KYL inhibition: -9.4%

How did Nc1nonc1C(=O)NCCNC(=O)c1cccc(Br)c1 do in these assays?
EphA4 KYL inhibition: -9.8%

What do the screens show for `COc1cc2nc(CN3CCN(c4ncc(C(F)(F)F)cc4Cl)CC3)[nH]c(=O)c2cc1OC`?
EphA4 KYL inhibition: -2.3%

Results for COc1ccc(CNc2ncn[nH]2)cc1 ?
EphA4 KYL inhibition: 4.0%

How did Cc1ccc(-c2nnn(CC(=O)N3CCN(c4nc5ccccc5s4)CC3)n2)cc1 do in these assays?
EphA4 KYL inhibition: -31.0%

How did NC(=O)c1ccc(NC(=O)c2ccc(CN3CCOCC3)cc2)cc1 do in these assays?
EphA4 KYL inhibition: 1.0%

What do the screens show for `Cc1ccccc1C1C(C#N)=C2N=C(N)c3c(sc4c3CCCCC4)N2C2=C1C(=O)CCC2` (stereo not given)?
EphA4 KYL inhibition: -2.9%

Results for O=C1/C(=C/c2ccc(F)cc2)SC(=S)N1c1ccc(Cl)cc1 ?
EphA4 KYL inhibition: -5.6%

What do the screens show for `CCOC(=O)CCc1nc2ccccc2[nH]1`?
EphA4 KYL inhibition: 1.0%

How did O=C(N/N=C/c1ccncc1)c1ccccc1 do in these assays?
EphA4 KYL inhibition: -5.3%

What do the screens show for `Cc1cc(C)nc(NS(=O)(=O)c2ccc(NS(=O)(=O)c3ccccc3)cc2)n1`?
EphA4 KYL inhibition: -3.1%

How did CC1=CC(C)(C)Nc2ccc(OC(=O)CN3C(=O)c4cccc5cccc(c45)C3=O)cc21 do in these assays?
EphA4 KYL inhibition: -18.4%

Results for COc1ccccc1-c1cc(C(=O)Nc2cc(C)n(Cc3ccc(Cl)cc3)n2)no1 ?
EphA4 KYL inhibition: 1.7%

How did O=C(CNC(=O)c1ccc([N+](=O)[O-])cc1)c1ccccc1 do in these assays?
EphA4 KYL inhibition: -5.4%

How did COc1cc(/C=C2/SC(=S)N(C)C2=O)ccc1OCc1ccc(Br)cc1 do in these assays?
EphA4 KYL inhibition: -1.7%

What do the screens show for `Cc1ccc(-c2nc3cc(Cl)ccc3o2)cc1NC(=O)c1ccc(-c2ccc([N+](=O)[O-])cc2)o1`?
EphA4 KYL inhibition: -4.6%

How did CCc1ccc2c(c1)c(N=NC1=NC(=O)CS1)c(O)n2C do in these assays?
EphA4 KYL inhibition: -9.5%

What do the screens show for `NC(=O)COc1ccc(/C=c2/sc3n(c2=O)CCCN=3)cc1`?
EphA4 KYL inhibition: 2.3%

Results for C=CCN1C(=O)/C(=c2\sc3n(c2=O)C(c2ccc(OC)c(OC)c2)C(C(=O)OC)=C(C)N=3)c2ccccc21 (stereo not given) ?
EphA4 KYL inhibition: -14.4%

Results for O=C(Cn1nnc(-c2ccccc2NC(=O)c2ccco2)n1)NC1CCCCC1 ?
EphA4 KYL inhibition: -6.3%

What do the screens show for `CC(C)c1ccc(NC(=O)c2cnn(-c3ccccc3)c2NC(=O)c2ccco2)cc1`?
EphA4 KYL inhibition: 18.9%

How did CCc1ccccc1N=C1SCC(=O)N1C do in these assays?
EphA4 KYL inhibition: -8.9%

How did Nc1nc(C2CCCCC2)cs1 do in these assays?
EphA4 KYL inhibition: 3.2%

How did Cc1ccc(N2CCN(C(=O)N3CCCC3)CC2)cc1C do in these assays?
EphA4 KYL inhibition: 0.1%

How did COc1cccc(NC=C2C(=O)OC(C)(C)OC2=O)c1 do in these assays?
EphA4 KYL inhibition: 5.5%

How did COc1ccc(C)cc1NC(=O)c1cc2cc3ccc(C)cc3nc2o1 do in these assays?
EphA4 KYL inhibition: -9.9%

Results for COc1cccc(C2CC(c3cccs3)=NN2C(=S)Nc2ccccc2)c1OC (stereo not given) ?
EphA4 KYL inhibition: 1.1%

How did CC1(c2ccccc2Cl)NC(=O)N(CC(=O)NC(=O)NCc2ccco2)C1=O (stereo not given) do in these assays?
EphA4 KYL inhibition: -4.7%

Results for COc1ccccc1-n1c(SCC(=O)Nc2ccc(C)cc2)nc(O)cc1=O ?
EphA4 KYL inhibition: -1.1%

How did C=CCn1c(SCC(=O)NC2CCS(=O)(=O)C2)nc2scc(C3CC3)c2c1=O (stereo not given) do in these assays?
EphA4 KYL inhibition: -1.7%

What do the screens show for `COC(=O)c1ccc(C(=O)OC)c(NC(=O)Cc2ccccc2[N+](=O)[O-])c1`?
EphA4 KYL inhibition: -6.4%

What do the screens show for `COc1ccc(C(=O)NCC23C=CC(O2)C2C(=O)N(Cc4ccccc4)C(=O)C23)cc1` (stereo not given)?
EphA4 KYL inhibition: -4.1%

What do the screens show for `CC1CCCC(NC(=O)C2CCN(S(=O)(=O)N3CCOCC3)CC2)C1C` (stereo not given)?
EphA4 KYL inhibition: -12.9%

How did Cc1ccc(OCc2nc(C#N)c(NCCCn3ccnc3)o2)cc1 do in these assays?
EphA4 KYL inhibition: 3.5%

How did CC1=C(C(=O)OCC2CCCO2)C(c2c(F)cccc2Cl)C2=C(CC(C)(C)CC2=O)N1 (stereo not given) do in these assays?
EphA4 KYL inhibition: -6.0%

What do the screens show for `COC1C(C)=CC(=O)N1Cc1ccccc1` (stereo not given)?
EphA4 KYL inhibition: -6.4%

Results for CC(C)Oc1ccc(CNC(=O)CC(c2ccccc2)c2cc(Cl)ccc2O)cc1 (stereo not given) ?
EphA4 KYL inhibition: -4.6%

Results for c1ccc(-n2nnc3cnccc32)cc1 ?
EphA4 KYL inhibition: 23.0%

Results for CC[C@H](C)[C@H](NC(=O)c1ccc(Cl)cc1)C(=O)OCC(=O)c1ccc2c(c1)NC(=O)CO2 ?
EphA4 KYL inhibition: -0.4%

How did CC(=O)Nc1ccc(S(=O)(=O)NCCC(=O)NCCc2ccc(F)cc2)cc1 do in these assays?
EphA4 KYL inhibition: -17.4%

Among those listed so far, these contain two or more sulfur atoms:
Results for COc1cccc(-n2c(SCC(=O)Nc3sc4c(c3C(N)=O)CCC4)nc3ccccc3c2=O)c1 ?
EphA4 KYL inhibition: -6.1%

Results for O=C1/C(=C/c2ccc(F)cc2)SC(=S)N1c1ccc(Cl)cc1 ?
EphA4 KYL inhibition: -5.6%

What do the screens show for `Cc1cc(C)nc(NS(=O)(=O)c2ccc(NS(=O)(=O)c3ccccc3)cc2)n1`?
EphA4 KYL inhibition: -3.1%

How did COc1cc(/C=C2/SC(=S)N(C)C2=O)ccc1OCc1ccc(Br)cc1 do in these assays?
EphA4 KYL inhibition: -1.7%

Results for COc1cccc(C2CC(c3cccs3)=NN2C(=S)Nc2ccccc2)c1OC (stereo not given) ?
EphA4 KYL inhibition: 1.1%

How did C=CCn1c(SCC(=O)NC2CCS(=O)(=O)C2)nc2scc(C3CC3)c2c1=O (stereo not given) do in these assays?
EphA4 KYL inhibition: -1.7%

Next section
Results for Cc1noc(C)c1C(=O)OCC(=O)NC(c1ccccc1)c1ccccc1 ?
EphA4 KYL inhibition: -8.6%

How did Cc1ccc(-c2nn3c(C)nnc3s2)cc1NC(=O)c1ccc(-c2cccc(Cl)c2)o1 do in these assays?
EphA4 KYL inhibition: -10.8%

Results for O=C(O)C1C2C=CC(C2)C1C(=O)NCCC1=CCCCC1 (stereo not given) ?
EphA4 KYL inhibition: -12.2%

How did CCCCC(=O)Nc1ccc(C)c(O)c1 do in these assays?
EphA4 KYL inhibition: -5.3%

Results for Cc1csc(Sc2nc3c(c(=O)[nH]c(=O)n3C)n2Cc2ccccc2Cl)n1 ?
EphA4 KYL inhibition: 9.9%

What do the screens show for `COc1ccc(C2Nc3ccccc3C(=O)N2Cc2ccco2)cc1Cn1nc(C)c([N+](=O)[O-])c1C` (stereo not given)?
EphA4 KYL inhibition: -11.3%

What do the screens show for `CCc1ccc(NC2=C(Cl)C(=O)N(c3ccc(Br)cc3)C2=O)cc1`?
EphA4 KYL inhibition: -8.4%

How did Cc1ccc(C(=O)COC(=O)c2ccc(Br)o2)cc1C do in these assays?
EphA4 KYL inhibition: -3.7%

Results for COc1cc(/C=N/NC(=O)/C(=C\c2ccc([N+](=O)[O-])cc2)NC(=O)c2ccccc2)cc(OC)c1O ?
EphA4 KYL inhibition: -8.2%

Results for CCOc1ccccc1NC(=O)CN(c1cc(OC)ccc1OC)S(C)(=O)=O ?
EphA4 KYL inhibition: -1.1%

Results for Cc1ccc(NC(=O)CCn2cccc2)cc1Cl ?
EphA4 KYL inhibition: -10.6%

Results for Cc1ccc(N2C(=O)C(Cl)=C(NCc3ccccc3)C2=O)c(C)c1 ?
EphA4 KYL inhibition: -10.1%

What do the screens show for `CCN1C(=O)/C(=C\c2ccc(Cl)c([N+](=O)[O-])c2)SC1=S`?
EphA4 KYL inhibition: -2.8%

What do the screens show for `Cc1ccc2c(c1)c1c3n2CCN(C(=O)Cn2c(-c4ccccc4)noc2=O)C3CCC1` (stereo not given)?
EphA4 KYL inhibition: 7.2%

How did COc1ccc(-n2c(C)c([N+](=O)[O-])c3ccc(O)c(CN(C)C)c32)cc1 do in these assays?
EphA4 KYL inhibition: 3.2%

Not a retest: 3 of the compounds above.
What do the screens show for `CCN1C(=O)/C(=C\c2ccc(Cl)c([N+](=O)[O-])c2)SC1=S`?
EphA4 KYL inhibition: -2.8%

What do the screens show for `Cc1ccc2c(c1)c1c3n2CCN(C(=O)Cn2c(-c4ccccc4)noc2=O)C3CCC1` (stereo not given)?
EphA4 KYL inhibition: 7.2%

How did COc1ccc(-n2c(C)c([N+](=O)[O-])c3ccc(O)c(CN(C)C)c32)cc1 do in these assays?
EphA4 KYL inhibition: 3.2%

Additional results follow:
Results for O=C(N=C1SCC(=O)N1c1ccccc1Cl)c1ccco1 ?
EphA4 KYL inhibition: -5.3%

Results for Cc1ccc(C(=O)Oc2cccc(C3C4=C(Nc5c3c(=O)n(C)c(=O)n5C)c3ccccc3C4=O)c2)cc1 (stereo not given) ?
EphA4 KYL inhibition: -0.2%

Results for COc1cccc(-c2cc3nc(-c4ccccc4)cc(N4CCC5(CC4)OCCO5)n3n2)c1 ?
EphA4 KYL inhibition: 4.0%

How did COCCOC(=O)C1=C(C)NC2=C(C(=O)CCC2)C1c1ccc(N(C)C)cc1 (stereo not given) do in these assays?
EphA4 KYL inhibition: -9.6%

What do the screens show for `Fc1ccccc1COc1cccc(/C=N/n2cnnc2)c1`?
EphA4 KYL inhibition: -15.6%

Results for O=C(CN1C(=O)c2cccc3cccc1c23)NCc1cccnc1 ?
EphA4 KYL inhibition: -12.1%

Results for Cc1ccc(C)c(COc2cc3oc(=O)c4c(c3cc2Cl)CCC4)c1 ?
EphA4 KYL inhibition: -0.9%

How did COc1ccccc1NC(=O)C1=C(C)Nc2nc(-c3cccs3)nn2C1c1cccc(O)c1 (stereo not given) do in these assays?
EphA4 KYL inhibition: 20.7%

What do the screens show for `O=C(c1ccc(-c2ccccc2)cc1)N1CCCC1`?
EphA4 KYL inhibition: -3.7%

Results for COCCCn1ccc(O)c(Cc2ccc(F)cc2)c1=O ?
EphA4 KYL inhibition: -2.9%

Results for COC(=O)CN(c1ccc(C)cc1)S(=O)(=O)c1ccccc1 ?
EphA4 KYL inhibition: -0.6%

How did COC(=O)c1ccc2c(c1)N(Cc1nc(-c3cccc(C)c3)oc1C)C(=O)C1CCCN21 (stereo not given) do in these assays?
EphA4 KYL inhibition: 0.2%

How did CCOc1ccc(NC(=O)NCCCSC2CCCCC2)cc1 do in these assays?
EphA4 KYL inhibition: 12.5%

How did Cc1ccccc1CSc1nsc(N)n1 do in these assays?
EphA4 KYL inhibition: 3.9%

How did CCCCN(c1ccccc1)c1ncnc(N)c1[N+](=O)[O-] do in these assays?
EphA4 KYL inhibition: -2.6%

How did CC(=O)c1c(C)[nH]c(C(=O)N2CCN(c3ncccn3)CC2)c1C do in these assays?
EphA4 KYL inhibition: -6.3%

How did COc1ccccc1/C=C1/SC(=O)N(CNc2cccc([N+](=O)[O-])c2)C1=O do in these assays?
EphA4 KYL inhibition: 2.7%

Results for O=C(Oc1cccc(C(=O)N2CCOCC2)c1)c1ccc(Br)cc1 ?
EphA4 KYL inhibition: -12.3%

How did Cc1cc(=O)[nH]c(SC(C(=O)c2ccccc2)c2ccccc2)n1 (stereo not given) do in these assays?
EphA4 KYL inhibition: 2.4%

What do the screens show for `CC(NS(=O)(=O)N(C)C)c1ccc(-c2ccccc2)cc1` (stereo not given)?
EphA4 KYL inhibition: -14.7%

How did O=C(Nc1nc(-c2cccc(Br)c2)cs1)Oc1ccccc1 do in these assays?
EphA4 KYL inhibition: -7.5%

How did CCc1cc[n+](-c2nc([O-])sc2C=O)cc1 do in these assays?
EphA4 KYL inhibition: -6.4%

How did C=CCn1cc(C)c(=O)n(CC=C)c1=O do in these assays?
EphA4 KYL inhibition: -13.0%

How did CCCn1c2ccccc2c2cc(C(=O)O)ccc21 do in these assays?
EphA4 KYL inhibition: 7.3%

What do the screens show for `O=C(NC(=S)Nc1ccc(N2CCOCC2)cc1)c1ccco1`?
EphA4 KYL inhibition: -14.6%

What do the screens show for `CCN(CC)c1ccc(NC(=O)c2cc(Cl)ccc2OC)cc1`?
EphA4 KYL inhibition: -12.0%

What do the screens show for `Cc1cccc(NC(=S)Nc2ccc(Br)cc2)c1`?
EphA4 KYL inhibition: -17.6%

Results for COc1ccccc1NC(=O)CSc1ccc(Cl)cc1Cl ?
EphA4 KYL inhibition: 1.4%

Results for O=C1c2ccccc2NC(c2c(Cl)cccc2Cl)N1Cc1ccccc1 (stereo not given) ?
EphA4 KYL inhibition: 3.1%&-0.5%

What do the screens show for `CCN1C(=O)c2ccccc2S(=O)c2ccc(C(=O)N3CCCCCC3)cc21` (stereo not given)?
EphA4 KYL inhibition: -1.7%

Results for O=C(O)C1(c2cccc(Cl)c2)CCC1 ?
EphA4 KYL inhibition: -14.0%

Screening results from PubChem.
